# Screens deposited in PubChem by The Scripps Research Institute Molecular Screening Center.
# CHRM5 agonist: agonists of human muscarinic M5 receptor (CHRM5). CHO-K1 hM5 cells, Fluo-8 calcium fluorescence; 0% DMSO wells, 100% maximal acetylcholine response. 360,000 tested, 0.19% active. activation, % at 3 µM;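 active = activation above the run's mean over test compounds plus 3 SD, cut at about 23% in these data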;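 note: signal is peak over basal fluorescence ratio across the kinetic read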
# Target sequence (P08912 whole entry, looked up): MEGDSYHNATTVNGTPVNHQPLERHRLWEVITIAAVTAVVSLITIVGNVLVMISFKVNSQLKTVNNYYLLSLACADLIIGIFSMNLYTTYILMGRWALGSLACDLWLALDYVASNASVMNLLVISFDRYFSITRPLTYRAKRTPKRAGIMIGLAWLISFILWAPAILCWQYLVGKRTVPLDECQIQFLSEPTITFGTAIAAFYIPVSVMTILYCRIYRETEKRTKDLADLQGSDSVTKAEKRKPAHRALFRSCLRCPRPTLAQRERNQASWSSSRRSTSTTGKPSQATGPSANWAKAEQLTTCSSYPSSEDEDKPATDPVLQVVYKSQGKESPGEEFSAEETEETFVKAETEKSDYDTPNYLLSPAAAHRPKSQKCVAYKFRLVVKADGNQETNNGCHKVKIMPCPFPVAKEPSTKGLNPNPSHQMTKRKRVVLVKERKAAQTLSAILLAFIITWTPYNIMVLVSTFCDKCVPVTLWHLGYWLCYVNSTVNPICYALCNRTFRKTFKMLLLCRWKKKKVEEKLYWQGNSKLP
# CHO-K1 Ca antag: M1 antagonist counterscreen hit in parental CHO-K1 cells; ATP-induced calcium, Fluo-8 fluorescence; inhibition, % at 3 µM; 360,000 tested, 0.6% active; AID 602250;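 active = inhibition above a per-plate cutoff, the plate's mean sample inhibition plus 3 SD, cut at about 24% in these data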;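 note: 0% = DMSO plus EC80 ATP and 100% = DMSO alone without ATP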
# M5 PAM: CHRM5 positive allosteric modulation. CHO-K1 hM5, Fluo-8 calcium, ACh EC20 PAM; 0% = ACh EC20, 100% = ACh EC100. activation, % at 3 µM. 360,000 tested, 0.3% active. AID 624038;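 active = activation above the run cutoff, the mean activation of all test compounds plus 3 SD, cut at about 18% in these data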
#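 Assay system: CHO-K1 hM5 cells. Also added: acetylcholine at EC20 concentration, added after compound. Dosing: 3 µM, single dose. Times: compound preincubation 140 s before EC20 acetylcholine addition. Signal: Fluo-8 calcium fluorescence. Measure: % activation relative to EC20 and EC100 ACh responses. Repeats: singlicate, one well per test compound.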
# CHRM4 PAM: positive allosteric modulators of human muscarinic M4 receptor. P08173. CHO-K1 hM4/Gqi5, Fluo-8 calcium fluorescence, ACh EC20; 0% = ACh EC20, 100% = maximal ACh. activation, % at 3 µM. 360,000 tested, 0.4% active. AID 624126;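 active = activation above its plate's cutoff, the mean activation of sample wells plus 3 SD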; note: some results filed as inactive read as strong as hits
# Target sequence (P08173 whole entry, looked up): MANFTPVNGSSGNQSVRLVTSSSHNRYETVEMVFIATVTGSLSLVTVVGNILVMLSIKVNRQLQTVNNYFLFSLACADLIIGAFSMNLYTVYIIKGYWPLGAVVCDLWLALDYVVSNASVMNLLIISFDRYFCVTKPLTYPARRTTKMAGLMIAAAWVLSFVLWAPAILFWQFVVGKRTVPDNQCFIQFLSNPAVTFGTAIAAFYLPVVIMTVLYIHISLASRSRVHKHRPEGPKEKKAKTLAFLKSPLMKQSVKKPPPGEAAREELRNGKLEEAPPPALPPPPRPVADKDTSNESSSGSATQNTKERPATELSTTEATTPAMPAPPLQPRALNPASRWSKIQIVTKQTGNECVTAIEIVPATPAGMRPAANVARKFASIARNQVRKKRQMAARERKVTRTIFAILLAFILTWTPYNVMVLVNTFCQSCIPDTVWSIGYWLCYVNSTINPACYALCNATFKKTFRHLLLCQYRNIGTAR
# CHO-K1 Ca ag: counter-screen for M1 agonists: effect in parental CHO-K1 cells | Fluo-8 calcium fluorescence; scaled to maximal ATP response, vehicle zero | activation, % at 3 µM | 360,000 tested, 0.48% active | AID 602248; in the data active = activation above about 15%;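 note: untransfected CHO-K1 host cells lacking M1 receptor as counterscreen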
# M4 antag: CHRM4 antagonism in calcium assay | 360,000 tested, 0.73% active | AID 624125 | CHO-hM4 cells, ACh EC80, Fluo-8 calcium fluorescence | inhibition, % at 3 µM | P08173;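 active = inhibition above its plate's cutoff, the mean inhibition of sample wells plus 3 SD, cut at about 27% in these data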;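 note: 0% = acetylcholine EC80 with DMSO and 100% = DMSO without agonist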
# CHRM5 antagonist: blocks acetylcholine activation of human M5 receptor | inhibition, % at 3 µM | P08912 | 360,000 tested, 0.59% active | CHO-hM5 cells, Fluo-8 calcium fluorescence, ACh EC80;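 active = inhibition above a per-plate cutoff, the mean of that plate's test compounds plus 3 SD, cut at about 27% in these data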;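 note: 0% = acetylcholine EC80 with DMSO and 100% = DMSO without agonist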
# CHRM4 agonist: agonists of human muscarinic M4 receptor (CHRM4). P08173. CHO-K1 hM4/Gqi5, Fluo-8 calcium fluorescence; vehicle 0%, full acetylcholine response 100%. activation, % at 3 µM. 360,000 tested, 0.14% active. AID 624127;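 active = activation above the run mean over all test wells plus 3 SD, cut at about 32% in these data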;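 note: peak over basal fluorescence ratio per well then scaled between controls; 0% = DMSO wells and 100% = acetylcholine at EC100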
# CHO-K1 Ca PAM: nonselective activator or artifact in parental CHO-K1 calcium assay | ATP EC20, Fluo-8 calcium fluorescence; 0% at ATP EC20, 100% at ATP max | activation, % at 3 µM | 360,000 tested, 0.02% active;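 active = activation above the run cutoff, the mean activation of all test compounds plus 3 SD, cut at about 40% in these data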;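 note: peak over basal fluorescence ratio in a 140 s read after ATP addition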
# Numbers without * were called inactive. An unsorted share of the library; overall some 2.7% were active at least once.
structure	CHRM5 agonist	CHO-K1 Ca antag	M5 PAM	CHRM4 PAM	CHO-K1 Ca ag	M4 antag	CHRM5 antagonist	CHRM4 agonist	CHO-K1 Ca PAM
O=C(CC1SC(N2CCCC2)=NC1=O)Nc1ccc(C(=O)N2CCCC(C(F)(F)F)C2)cc1 (stereo unspecified)	1.1	5.0	-3.2	-2.5	0.0	3.2	1.2	0.1	-1.7
CSc1cccc(NC(=O)Nc2ccc(Cl)cc2)c1	7.7	25.5*	-15.3	-8.9	11.8	9.3	31.0*	9.3	-2.9
Cn1cnc(S(=O)(=O)N2CCc3ccccc32)c1	-2.8	-6.3	-3.0	8.5	0.7	-4.0	0.8	0.4	15.6
CCOc1ccc(-c2nc(C#N)c(NCc3ccc4c(c3)OCO4)o2)cc1	-0.6	10.4	-0.7	1.6	-0.2	1.7	0.1	-0.3	15.1
O=C(COC(=O)c1ccc(O)cc1)Nc1cccc(S(=O)(=O)N2CCCCC2)c1	3.9	0.6	-9.9	-12.6	11.9	-0.3	17.9	10.3	13.1
COc1ccc(NCN2C(=O)C3C4C=CC(C4)C3C2=O)cc1 (stereo unspecified)	-3.6	-3.0	-3.7	0.1	0.9	-0.1	7.1	0.2	17.4
O=c1c2ccccc2nnn1CSc1nc2sc3c(c2c(=O)n1CC1CCCO1)CCC3 (stereo unspecified)	1.1	-14.0	-6.0	1.6	0.2	10.9	3.5	0.7	5.0
COc1cc2ccccc2cc1C(=O)Nc1ccccc1N1CCN(S(C)(=O)=O)CC1	-4.0	2.7	-3.2	-4.9	2.1	15.3	9.6	7.8	8.8
COc1ccccc1NC(=O)CCNS(=O)(=O)c1ccc2[nH]c(=O)oc2c1	-0.9	-8.1	0.3	4.2	0.0	-10.6	-18.2	0.2	-5.3
CCOC(=O)CSc1ccc2nnc(CCNS(=O)(=O)c3ccc(C)cc3)n2n1	-3.2	-13.4	4.4	1.3	0.1	-0.2	2.2	1.4	11.8
CC1(C(=O)NCc2ccco2)Cc2c(-c3cccc(C(N)=O)c3)ccnc2O1 (stereo unspecified)	0.3	-15.9	4.7	2.5	0.0	-4.3	-0.8	0.1	20.7
CC(C)n1nnnc1C1c2ccccc2C(=O)N1CCCN1CCOCC1 (stereo unspecified)	-0.2	-2.3	0.5	5.9	0.3	-2.2	-1.9	-0.1	10.2
COc1ccc(N2CCN(C(=O)C3CCN(S(=O)(=O)c4ccc5c(c4)oc(=O)n5C)CC3)CC2)cc1	-1.1	-6.2	-1.4	4.1	1.2	-1.2	-0.7	1.3	21.0
CC(c1ccon1)N(C)Cc1cn(C)nc1-c1ccc2c(c1)OCCO2 (stereo unspecified)	-1.7	3.0	-2.9	5.9	5.3	-19.1	10.8	5.0	-11.9
CC1CCC(NC(=O)C2CCC(CNc3c(N4CCCCC4)c(=O)c3=O)CC2)CC1 (stereo unspecified)	1.3	4.9	9.8	10.5	4.0	1.5	2.2	0.0	-6.0
CN1CCN(C(=O)c2ccc(C(F)(F)F)cc2)CC1	-4.0	-14.1	3.3	0.8	0.9	0.1	4.0	0.5	21.2
COC(=O)c1[nH]c2ccc(C)cc2c1NC(=O)CN1CCC(C)CC1	-6.2	2.5	-6.1	7.6	0.4	4.5	-2.2	0.6	-4.1
CCC(Nc1nc(-c2ccccc2)nc2ccccc12)C(=O)O (stereo unspecified)	-0.1	-1.6	1.7	1.0	0.2	7.6	1.5	1.4	2.7
Cc1ccc(CNC(=O)Cn2c(=O)n(CC(=O)N3CCCCC3)c(=O)c3sccc32)cc1	-1.6	-5.9	-0.3	0.7	0.8	-1.0	-2.2	1.9	19.8
Cc1cccc(CCNC(=O)c2cccc3c2C(=O)N(C2CCCCC2)C3)c1	-6.9	-8.4	-2.7	1.2	-0.8	-7.0	1.8	-1.6	15.7

# Reprinted at random: three records from the list.
structure	CHRM5 agonist	CHO-K1 Ca antag	M5 PAM	CHRM4 PAM	CHO-K1 Ca ag	M4 antag	CHRM5 antagonist	CHRM4 agonist	CHO-K1 Ca PAM
Cc1ccc(CNC(=O)Cn2c(=O)n(CC(=O)N3CCCCC3)c(=O)c3sccc32)cc1	-1.6	-5.9	-0.3	0.7	0.8	-1.0	-2.2	1.9	19.8
CCC(Nc1nc(-c2ccccc2)nc2ccccc12)C(=O)O (stereo unspecified)	-0.1	-1.6	1.7	1.0	0.2	7.6	1.5	1.4	2.7
CC1CCC(NC(=O)C2CCC(CNc3c(N4CCCCC4)c(=O)c3=O)CC2)CC1 (stereo unspecified)	1.3	4.9	9.8	10.5	4.0	1.5	2.2	0.0	-6.0

# Carrying on.
structure	CHRM5 agonist	CHO-K1 Ca antag	M5 PAM	CHRM4 PAM	CHO-K1 Ca ag	M4 antag	CHRM5 antagonist	CHRM4 agonist	CHO-K1 Ca PAM
C=CCSc1nnc(NC(=O)C2=COCCO2)s1	-6.4	-7.5	4.9	1.7	2.5	-0.5	5.2	0.4	12.7
O=C(c1ccc(COc2ccc(Cl)cc2)o1)N1CCN(Cc2ccc3c(c2)OCO3)CC1	0.9	-16.1	-19.4	-10.4	9.7	8.4	14.7	22.4	15.3
CSc1nc(C(=O)N2CCCC(Nc3ccc(C)c(C)c3)C2)cs1 (stereo unspecified)	-0.8	-7.0	4.7	-2.0	0.1	-13.0	-10.6	2.0	3.8
COC(=O)CON1C(=O)c2ccccc2C1=O	3.8	-3.1	-0.9	7.3	10.1	6.3	1.2	0.6	5.6
O=C(CN(C1CCCCC1)S(=O)(=O)c1ccc(F)cc1)Nc1ccc2c(c1)OCO2	-1.0	18.2	-2.1	-12.5	1.5	6.9	4.2	3.5	-8.3
COc1ccc(C2Nc3ccccc3C(=O)N2O)cc1CN1CCOCC1 (stereo unspecified)	-1.5	-6.5	0.7	-1.5	0.6	1.0	0.8	0.7	17.7
CC(=O)Nc1cccc(C(=O)OC(C)C(=O)NC(=O)NC2CCCCC2)c1 (stereo unspecified)	4.5	2.5	-4.3	2.1	3.0	-5.0	1.3	3.8	18.6
CCOc1ccccc1NC(=O)CSc1nnc(Cn2c(=O)sc3ccccc32)n1C	1.8	1.9	-8.5	0.7	-0.6	-2.9	3.6	0.0	0.8
Cc1cccc(CS(=O)(=O)Cc2ccc(C(=O)NCCc3ccccc3)o2)c1	-3.4	2.8	-13.0	-0.4	2.2	10.0	7.3	7.4	-2.6
COc1ccc(CC(=O)N[C@@H]2c3ccccc3CC[C@@H]2OCc2ccccc2)cc1	-0.3	-11.2	-0.6	7.6	0.2	-10.9	-4.5	2.4	1.2
CC(C)Oc1ccc(N2CC(C(=O)Nc3ccc(N4CCOCC4)cc3)CC2=O)cc1 (stereo unspecified)	3.0	-11.0	3.1	15.8	0.0	-2.7	-2.2	0.5	18.8
CC1CN(C(=O)CN2C(=O)NC3(CCCCCCC3)C2=O)CC(C)O1 (stereo unspecified)	0.3	0.3	-2.8	8.3	-0.1	-1.4	0.0	0.5	-1.0
C=CCSc1nc2c(c(=O)[nH]1)C(c1ccccc1)C(C#N)=C(N)O2 (stereo unspecified)	7.8	-9.1	8.7	6.5	0.7	-7.4	-3.3	-1.5	16.3
COc1cccc(NC(=S)NC2CC(C)CC(C)(C)C2)c1 (stereo unspecified)	0.1	-3.0	-12.7	-7.4	6.4	-22.1	3.5	8.3	-3.0
Cc1ccc(NC(=O)COc2coc(CN3CCc4ccccc4C3)cc2=O)c(C)c1	-2.1	-10.7	-0.1	8.1	2.7	-16.2	1.5	1.2	8.6
CCOCC(=O)NCc1ccc2c(c1)OCO2	-2.5	-6.5	-1.2	1.9	0.5	-8.4	0.2	0.4	14.2
Cc1cc(NC(=O)CSc2nc(-c3ccc(Br)cc3)nc3c2c(=O)n(C)c(=O)n3C)no1	-2.4	0.1	3.6	7.8	3.4	-9.6	-8.7	1.2	18.1
COc1cc2c(cc1O)[C@@H]1Cc3cc(OC)c(OC)cc3C(C2)N1C	-11.8	-14.1	2.3	8.1	2.5	-10.0	10.4	1.1	14.6
O=C(NCC(=O)N1CCN(S(=O)(=O)c2ccc3c(c2)OCCO3)CC1)c1ccccc1F	-0.3	12.1	-7.5	-3.0	-0.3	6.6	3.8	0.3	-17.6
CC(=O)C1C(c2ccc(F)cc2)c2c(noc2C)CC1(C)O (stereo unspecified)	-6.6	8.9	-2.8	0.7	-0.3	-3.7	7.8	0.3	-12.3
COc1ccc(CN2CCN(C(=O)C3CCC(CNS(=O)(=O)c4ccc(C)cc4)CC3)CC2)c(OC)c1OC (stereo unspecified)	-4.9	14.1	-17.3	-17.1	8.9	-3.7	7.9	17.4	-13.3
Cc1ccc2occ(C(c3nnnn3C3CCCC3)N3CCN(C(=O)c4ccco4)CC3)c(=O)c2c1 (stereo unspecified)	4.9	-12.3	-12.1	-5.5	6.5	-4.0	1.9	14.9	6.2
CCN(CC)S(=O)(=O)c1ccc(NC(=O)Cc2cccs2)cc1	4.7	1.7	-1.2	-1.6	5.6	8.1	-2.9	2.4	1.1
CC(=O)Nc1ccc(SC[C@H](CC(C)C)N2CCN(CCc3ccccc3)CCC2=O)cc1	-0.1	-13.1	-9.7	1.7	1.6	-9.8	15.4	5.5	8.8
COc1ccccc1N(C)S(=O)(=O)c1ccc(Cl)c(C(=O)NCC2(N(C)C)CCCCC2)c1	-5.0	1.8	1.1	-6.3	0.7	5.4	-6.2	1.3	-1.7
Cc1ccccc1-n1c(C)nnc1SCC(=O)NNC(=O)c1ccccc1	2.6	-5.2	0.1	4.2	1.0	4.9	-3.6	0.8	19.8
COc1ccc(CCNC(=O)COC(=O)C2CC2C)cc1 (stereo unspecified)	3.0	-14.3	0.5	9.6	0.3	-12.0	0.9	0.3	-2.7
O=S1(=O)CCOC[C@H](CC2CCCCC2)N1Cc1ccccc1Br	-4.4	-19.1	-1.1	-4.0	-0.2	7.2	10.2	1.0	9.3
COc1ccc(OC)c(C2C(C(=O)c3ccco3)=C(O)C(=O)N2CC2CCCO2)c1 (stereo unspecified)	-0.8	-3.2	-0.6	2.7	0.0	6.0	-0.3	-0.2	-13.0
O=C(Nc1cccc2ccccc12)c1cnsn1	-1.8	-2.0	2.6	-6.2	0.1	7.8	-4.3	0.9	8.6
CCCN1CCc2c(sc(NC(=O)C3CCN(S(=O)(=O)c4cccs4)CC3)c2C(N)=O)C1	0.8	28.8*	1.7	-0.1	0.1	-3.5	2.4	3.3	-36.5
C[C@@H]1CN([C@H](C)CO)C(=O)c2c(c3ccccc3n2C)-c2ccccc2CO[C@@H]1CN(C)C(=O)Nc1ccccc1C(F)(F)F	1.9	5.9	0.4	0.1	-0.7	-0.8	-6.5	1.3	2.9
Cc1cc(=O)oc(C)c1C(=O)OCC(=O)c1ccc(Br)cc1	-0.2	10.7	-5.7	10.2	1.2	1.7	6.2	2.6	-4.6
CC(NC(=O)COC(=O)c1ccco1)c1ccccc1 (stereo unspecified)	-1.2	14.6	-5.2	11.2	0.0	4.5	2.1	0.7	-7.9
Cn1c(=O)c2c(nc(Oc3cccc(Br)c3)n2C)n(C)c1=O	-4.4	-14.2	2.1	1.5	0.8	-1.8	3.8	1.2	7.7
Cc1noc(C)c1CSc1nnc2ccccn12	-3.2	3.3	7.3	-5.2	0.7	5.7	-2.3	0.2	11.8
